Compound activity as filed in PubChem BioAssay.
TbPYK inhibitor – qHTS of Trypanosoma Brucei Inhibitors; Potency, µM (series often up to 76.8 µM), inactives show at the top dose activity, negative = inhibition, usual class: inhibitors; pyruvate kinase (Trypanosoma brucei), Q57TT1; 410,000 tested, 0.12% active; TbPYK enzyme, Kinase-Glo Plus ATP luminescence, 45 min; AID 624173, 2012; note: nearly all actives have a fitted effect of over 50% in size
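Readout: single end-point luminescence (Kinase-Glo Plus, 10 min). Reaction conditions were TbPYK/substrate plus 130 uM ADP, 45 min at RT, pH 7.2 TEA buffer. No-enzyme wells served as controls, and data were normalized before concentration-response fitting.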
HCV inh – qHTS Assay for Inhibitors of Hepatitis C Virus (HCV) | Huh7.5.1 HCVcc-Cre infection, luciferase reporter, 44 h | Potency, µM (doses to about 41.8 µM), without a hit: top-dose activity change, negative = inhibition, actives largely listed as inhibitors | 340,000 tested, 3.4% active | AID 651820, 2012
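Antiviral activity was scored by luciferase reporter output from cells infected with HCVcc-Cre (~0.5 moi) in presence of compound, 44 h infection period, cells seeded 1,000/well 4 h prior.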
Pf growth 48h – Primary qHTS for delayed death inhibitors of the malarial parasite plastid, 48 hour incubation. P. falciparum luciferase growth in erythrocytes, 48 h. Potency, µM (titrated, usually from 28.7 µM), without a hit: at the highest dose activity change, negative = inhibition, usual class: inhibitors. 310,000 tested, 5.9% active
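In quantitative HTS format, infected erythrocytes bearing luciferase-reporter parasites were treated for a single generation at 37 C. Luminescence after adding detection reagent served as the growth measure.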
Pf growth 96h – Primary qHTS for delayed death inhibitors of the malarial parasite plastid, 96 hour incubation; P. falciparum luciferase reporter growth, 96 h; 320,000 tested, 6.9% active; Potency, µM (top dose mostly 28.7 µM), without a hit: top-dose activity change, negative = inhibition, usual class: inhibitors
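Plates of compound plus infected erythrocytes (2% hematocrit, 0.05% parasitemia final) incubate 96 hours, 37 C, 5% CO2. Detection reagent added; reduced luminescence from the parasites' luciferase reporter flags inhibition.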
Sm TGR block – qHTS Assay for the Inhibitors of Schistosoma Mansoni Peroxiredoxins | Schistosoma mansoni thioredoxin glutathione reductase (TGR), Q962Y6 | purified TGR, DTNB reduction, TNB absorbance 405 nm | Potency, µM (top dose mostly 114 µM), for inactives: top-dose activity change, negative = inhibition, usual class: inhibitors | 360,000 tested, 3% active; note: nearly all actives have a fitted effect of over 60% in size
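Kinetic colorimetric format: TGR-catalysed, NADPH-driven DTNB reduction monitored via TNB absorbance. Enzyme dispensed at 20 nM; compound exposure 15 min at room temperature before reaction start.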
LmPK inhibitor – qHTS Assay for Inhibitors of Leishmania Mexicana Pyruvate Kinase (LmPK); purified LmPK, Kinase-Glo ATP luminescence, 1 h; Potency, µM (series often up to 57.5 µM), without a hit: at the top dose activity change, negative = inhibition, actives largely listed as inhibitors; Q27686; 290,000 tested, 0.37% active
Target sequence (Q27686 whole entry, looked up): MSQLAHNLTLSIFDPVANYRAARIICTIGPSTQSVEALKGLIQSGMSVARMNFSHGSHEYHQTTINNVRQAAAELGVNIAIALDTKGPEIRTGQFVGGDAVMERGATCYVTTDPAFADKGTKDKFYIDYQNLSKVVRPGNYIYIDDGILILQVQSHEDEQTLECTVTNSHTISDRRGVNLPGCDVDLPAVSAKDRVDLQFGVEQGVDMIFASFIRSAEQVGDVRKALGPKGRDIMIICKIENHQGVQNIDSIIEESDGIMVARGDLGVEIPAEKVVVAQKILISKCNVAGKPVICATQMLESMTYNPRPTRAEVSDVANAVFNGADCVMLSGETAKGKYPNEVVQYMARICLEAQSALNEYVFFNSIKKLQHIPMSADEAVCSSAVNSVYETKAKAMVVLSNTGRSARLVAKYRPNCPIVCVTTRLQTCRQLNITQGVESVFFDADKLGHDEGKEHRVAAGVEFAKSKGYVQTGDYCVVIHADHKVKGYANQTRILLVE
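Purified LmPK (0.1 nM) converted ADP (0.1 mM) to ATP with PEP (0.5 mM) in imidazole buffer pH 7.2 with KCl and MgCl2, 1 h at room temperature. ATP was read by Kinase-Glo luminescence; data normalized to uninhibited and no-enzyme controls.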
Active calls of the source: *; ? = inconclusive; nt = not tested or not shown; & = joins results of further samples; [ ] = dose if it differs, or a comment. Calls come from the whole dose curve; as a rule, active = well fitted curve in the direction sought with a large enough effect; inconclusive = small, poorly fitted or top-dose-only effect, or another doubt; inactive = no such curve, though single readings can be large; an effect the other way counts as inactive or inconclusive. % is set by controls: 0 for no effect and ±100 for the full control effect; potency is the fitted concentration of half-maximal effect.

SMILES | TbPYK inhibitor | HCV inh | Pf growth 48h | Pf growth 96h | Sm TGR block | LmPK inhibitor
CC(=O)C1=C(Nc2ccc(C)cc2)CC(C)(O)C(C(C)=O)C1c1ccco1 (configuration not stated) | 6% | 0% | -4% | nt | -23% | 3%
COc1ccc(N(C(=O)c2snc(C(N)=O)c2N)C(C(=O)NC2CCCCC2)c2ccc(C)o2)c(OC)c1 (configuration not stated) | -1% | ? | 13µM* | 50%[activator] | 2% | 1%
CCCOc1ccccc1C(=O)NC(CO)C(=O)O (configuration not stated) | -8% | 9% | 6% | nt | 0% | 4%
O=C(NCCCO)c1cc2c(cn1)[nH]c1ccccc12 | 6% | -5% | 63%[activator] | 69%[activator] | 8% | -3%
COC(=O)c1ccc(NC(=S)N2CCCC2)cc1 | 1% | 10% | -4% | ? | ? | 4%
CCOC(=O)Cc1csc(NS(=O)(=O)c2ccc([N+](=O)[O-])cc2)n1 | -3% | 7% | -17% | ? | -2% | 0%
CC1CN/C(=C\C(=O)c2ccccc2)C(=O)N1 (configuration not stated) | -2% | -1% | 0% | -24% | -10% | -12%
O=C(CCSCc1ccc(Cl)cc1)NC1CCCC1 | -1% | 8% | ? | ? | -3% | -5%
Cc1cccc(N(C(=O)CCC(=O)Nc2ccccn2)C(C(=O)NC(C)C)c2ccc(F)cc2)c1 (configuration not stated) | -4% | 20% | ? | ? | -5% | 1%
CCOc1ccccc1NC(=O)c1c(Br)cnn1C | -7% | ? | -8% | 0% | 4% | -2%
Cn1cnnc1SCC(=O)Nc1ccccc1C(=O)NC1CC1 | -3% | 6% | 18% | nt | -1% | 3%
COc1ccccc1C(=O)C1CCCN(C(=O)c2cnn(C(C)C)c2)C1 (configuration not stated) | 0% | 13% | 1% | 2% | -28% | -9%
NC(=O)CC(NC(=O)Cc1ccc(Br)cc1)c1ccc(NC2CCCCCC2)c([N+](=O)[O-])c1 (configuration not stated) | -1% | 12% | ? | ? | 2% | -1%
CCOc1ccc(NC(=O)CCn2c(=S)oc3ccccc32)cc1 | -5% | 35%[activator] | -16% | 0% | 1% | 0%
COc1ccc(-c2ccnc3nc(-n4cccc4)nn23)cc1 | 10% | nt | ? | ? | ? | 7%
COc1ccc(S(=O)(=O)N/N=C(/C)c2ccncc2)cc1OC | -10% | 5% | -5% | 267%[activator] | 7% | 3%
CC(=O)Nc1ccc(NC(=O)c2ccccc2S(=O)(=O)c2ccc([N+](=O)[O-])cc2)cc1 | -3% | 18% | -17% | 10%[5.75 µM] | nt | 4%
Cc1cccc(CC2CC(=O)N(CCc3ccc4c(c3)OCO4)C2=O)c1 (configuration not stated) | -1% | 15% | 17% | 21% | 0% | 3%
CC1(C)CC2(CC(c3cccs3)c3cc(Cl)c(O)cc3O2)NC(=S)N1 (configuration not stated) | -5% | ? | ? | ? | 8% | -4%
COc1ccc(NC(=O)COc2ccccc2)cc1NC(=O)c1ccco1 | -2% | ? | 30% | 206%[activator] | -6% | -2%
O=C(N1CCOCC1)N(CCN1CCOCC1)Cc1cccc(Cl)c1 | -18% | 8% | 8% | nt | -1% | -4%
CC(C)NC(=O)CC(=O)NN=C1CCCCC1 | -3% | 16% | 24% | -3% | 6% | 3%
CCCCCCNC(=O)N[C@H](C(=O)NCCC[C@H]1CN2C(=NC[C@H]2C)N1CCC(c1ccccc1)c1ccccc1)C(C)O (some centres not stated) | nt | nt | 9.3µM* | 2.9µM* | 0.5µM* | -28%
Cc1cccc(/C=N\N=C\c2cccc(C)c2)c1 | -1% | 9% | ? | 7.4µM* | 3% | 4%
O=C1CCN(Cc2ccccc2)C(=O)N1c1ccccc1 | -1% | 11% | 10% | 44%[activator] | 5% | 4%
COC(=O)C1=C(c2c(C)noc2C)C[C@@H]2CC[C@H]1N2C(=O)NC(C)C | -3% | 16% | 23% | 33%[activator] | 4% | nt
O=C(O)CNS(=O)(=O)c1cccc2nsnc12 | -6% | 4% | nt | -14% | -4% | -2%
O=C(N/N=C/c1ccc(Cl)cc1Cl)c1n[nH]c2c1CCCC2 | -5% | 1% | 163%[activator] | 81%[activator] | -2% | -5%
CN(C)c1ccc(/C=N/NC(=O)c2ccc(CN3CCOCC3)cc2)cc1Br | 24% | ? | ? | ? | 6% | 6%
CCNc1nc(SCCOc2ccc(C)cc2)nc(N(C)C)n1 | 5% | 11µM* | 1% | -1% | 12% | -2%
CCc1nnc(NC(=O)[C@@H](NC(=O)c2cccc(C)c2)C(C)C)s1 | 7% | -2% | 10% | 31%[activator] | -4% | -5%
Cc1cccc(OC(C)C(=O)N(Cc2cccs2)C2CCS(=O)(=O)C2)c1C (configuration not stated) | -5% | 2% | -24% | nt | -8% | 9%
Cc1ccnc(NC(=O)CCC(=O)N(CC(=O)NC2CCCCC2)c2cccc(C)c2C)c1 | -1% | 10%&9% | -24% | nt | 0% | 1%
Cc1csc2ncc(C(=O)N3c4ccccc4CC3C)c(=O)n12 (configuration not stated) | 2% | 14% | 4% | -6% | 1% | -1%
Cc1ccc(/C=C2\SC(=S)N(CCCC(=O)Nc3cc(C)on3)C2=O)cc1 | -9% | 3% | 22% | ? | 5% | -3%
Cc1ccc(C(=O)NCCSc2c(C)[nH]c3ccccc23)cc1[N+](=O)[O-] | -10% | 11µM* | 12% | ? | 4% | 1%
Cc1ccc(S(=O)(=O)N2CCN(S(=O)(=O)c3c(C)n[nH]c3C)CC2)cc1C | 3% | 0% | -12% | ? | -5% | nt
Nn1c(SCC(=O)Nc2ccc(S(N)(=O)=O)cc2)nnc1C(F)(F)F | 12% | 7% | -11% | 42%[activator] | 13% | 3%
Cc1cc(C)n(C(=O)c2cccc([N+](=O)[O-])c2C)n1 | -22% | 12% | 31% | 66%[activator] | 1% | 3%
CC(C)c1ccc(O)c(NC(=S)NC(=O)c2cccnc2)c1 | -1% | -10% | ? | 7% | 5% | 10%
O=C(CC1=NCCNC(c2ccccc2)C1)c1ccccc1O (configuration not stated) | 4% | 24% | 2% | ? | 12% | 9%
COc1ccccc1-c1nnc(SCC(=O)Nc2ccc(S(N)(=O)=O)cc2)n1C | 7% | 24% | nt | -6% | 0% | 0%
Cc1cccc(NS(=O)(=O)c2cccc(C(=O)N3CCN(c4ccccn4)CC3)c2)c1 | -3% | nt | ? | ? | 1% | 1%
Cc1nc2ccccn2c1/C(O)=C1\C(=O)C(=O)N(CCN(C)C)C1c1ccco1 (configuration not stated) | -3% | 22% | -16% | 23% | nt | 5%
Cc1ccnc2nc(C(=O)OCC(=O)Nc3ccccc3C(C)(C)C)nn12 | -6% | -1% | 16% | 30%[activator] | -7% | 9%
CCN1CCN(C(=O)Cc2ccc(C)cc2)CC1 | -5% | 19% | 16% | 14% | -22% | 0%
S=C(c1ccccc1)N1CCN(C(=S)c2ccccc2)CC1 | -10% | 7% | -1% | 75%[activator] | -11% | 2%
COc1cc(NC(=O)c2ccc(-c3ccc(Br)cc3)o2)ccc1NC(=O)C(C)C | 2% | ? | nt | -22% | -19% | 16%
CN(Cc1ccccc1)C(=O)COC(=O)c1ccccc1NS(=O)(=O)c1cccc(N)c1 | -3% | -2% | ? | -90% | -7% | 7%
COc1ccc(-c2nnc(SCC(=O)NCc3cccs3)n2C(C)C)cc1 | -9% | -6% | nt | ? | 0% | -2%
Cc1ccc(N(C(=O)C2CCCO2)C2C=CS(=O)(=O)C2)cc1Cl (configuration not stated) | 2% | 13% | 9% | ? | -1% | -5%
Cc1nc2scc(-c3ccccc3)c2c(=O)o1 | -1% | 16% | 8% | ? | -5% | -2%
O=c1[nH]c(SCc2cccc(F)c2)nc2c1CCCC2 | 1% | -7% | -4% | ? | -2% | 0%
CCNC(=O)COc1cccc(C(=O)NCc2ccccc2)c1 | -1% | 10% | -15% | 16% | 1% | -3%
COCC1CCCCN1C(=O)c1ccc(OC2CCN(Cc3ccccn3)CC2)cc1 (configuration not stated) | -1% | 17% | 36%[activator] | ? | -28% | -3%
Cc1ccc(NC(=O)CCNC(=O)Cn2ccc3ccccc3c2=O)cc1F | -12% | 14% | 3% | -5% | 0% | 2%
COc1ccccc1-c1nc(C#N)c(N2CCc3ccccc3C2)o1 | 6% | 11µM* | -30% | ? | -31% | 6%
O=C(COc1ccccc1/C=C\c1[nH]c(=O)[nH]c(=O)c1[N+](=O)[O-])Nc1ccccc1 | 4% | 25% | -25% | 22% | ? | 4%
COc1ccccc1OCc1nnc(SCCN2CCOCC2)o1 | 7% | 5% | 6% | -23% | -30% | -2%
Cc1ccc(S(=O)(=O)C(CCC(=O)N2CCOCC2)S(=O)(=O)c2ccc(C)cc2)cc1 | nt | 4% | -21% | ? | ? | -3%
(more compounds)
SMILES | TbPYK inhibitor | HCV inh | Pf growth 48h | Pf growth 96h | Sm TGR block | LmPK inhibitor
CN(CCCC(=O)NCCc1ccccc1)S(=O)(=O)c1ccc([N+](=O)[O-])cc1 | 1% | -19% | -15% | -25% | -4% | 1%
COc1ccc(C(CC(=O)NCCCN2CCOCC2)NS(=O)(=O)c2ccc(C)cc2)cc1 (configuration not stated) | -16% | 5% | 41% | 15% | -15% | 4%
CCC1Sc2ccc(S(=O)(=O)CCC(=O)Nc3ccc(NC(C)=O)cc3)cc2NC1=O (configuration not stated) | -9% | 12% | 29% | 6.6µM* | -3% | 3%
FC(F)(F)c1ccc(CSc2nccn2-c2ccccc2)cc1 | -12% | 2% | -18% | 49%[activator] | 8% | 1%
Cc1cccc(/C(N)=N/OC(=O)c2ccc(F)cc2)c1 | ? | 2% | ? | 12% | -6% | 4.5µM*
COc1ccc(C(=O)CSc2nc3nc(C)cc(C)n3n2)cc1OC | -2% | 0% | -30% | 10% | -20% | -8%
Cc1cc(=O)nc2c3ccccc3n(CC(=O)NCCCN3CCCCC3C)n12 (configuration not stated) | 5% | -3% | 6% | ? | -7% | -1%
CC(=O)c1c(N2CCN(C)CC2)nc(=S)n(Cc2ccccc2)c1C | 6% | 31%[activator] | 22% | 21% | -1% | 1%
